Source: PubChem
NS3 helicase inh: inhibitors of Hepatitis C virus NS3 helicase | NS3 helicase DNA unwinding, Cy5 molecular beacon fluorescence | inhibition, % at 10.9 µM | 0.56% of 290,000 active | AID 1800;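 active = inhibition above the mean of all tested compounds plus 3 SD, set per campaign, cut at about 35% in these data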;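 also: 0% = DMSO wells and 100% = thioflavine S control wells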
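Measured by: Cy5 fluorescence, 0 and 60 min reads / Assay system: NS3 helicase fragment of HCV / Control set: low DMSO, high thioflavine S at 110 µM / Times: 1 h reaction at 25 °C, ATP-initiated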
p-CIP stab down: lowers stability of the mouse p/CIP coactivator protein | Q05BA5 | F442A p/CIP-EGFP cells, EGFP fluorescence, 16 h | decrease of EGFP signal, % at 10 µM | 0.01% of 290,000 active | AID 1984;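 active = EGFP signal decrease of at least 30% at 10 µM or well 3 SD below plate mean, unless failing retest; inactive = the rest, including hits failing retest or dose response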; also: some compounds called inactive have numbers as strong as hits; many of its hits are not listed in these tables
CRFR2-BP antag: CRF-BP/CRF-R2 complex antagonism; HEK293 CRF-R2/CRF-BP, CRF-induced calcium fluorescence; inhibition, % at 11.8 µM; 0.59% of 350,000 active; AID 588475;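 active = inhibition of the ligand-induced calcium signal above about 50% at the single tested concentration, limit read from the data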
IDE cell inh: cellular human IDE inhibition. HEK cells, FAbetaB cleavage, fluorescence polarization. P14735. 0.41% of 320,000 active. inhibition, % at 5.59 µM;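 active = percent inhibition above the average of all tested compounds plus 3 SD, set per screening campaign, cut at about 16% in these data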;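 also: IDE supplied by intact live HEK cells; FP after avidin binding of uncleaved biotin substrate so inhibition keeps polarization high; 0% = DMSO wells and 100% = 60 µM reference IDE inhibitor Ii1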
IMP-1 inhibitor: blocks Pseudomonas aeruginosa IMP-1 metallo-beta-lactamase. purified IMP-1, nitrocefin hydrolysis, epi-absorbance fluorescence. 0.45% of 290,000 active. inhibition, % at 5.6 µM;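 active = inhibition above the mean plus 3 SD of all compounds in the same screening run, cut at about 4.5% in these data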;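 also: 0% = IMP-1 with DMSO and 100% = DMSO wells lacking enzyme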
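Material – recombinant IMP-1 enzyme, purified · Amount – IMP-1 0.2 nM before substrate addition · Medium – HEPES buffer pH 7.1 with ZnSO4 and Brij 35 · Timing – 25 °C, 15 min preincubation, 25 min reaction · Measured by – plate fluorescence quenching by hydrolysis product, ex 480/em 530 nm · Read-out – percent enzyme inhibition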
IDE cell activ: boosts human insulin-degrading enzyme activity in HEK cells. activation, % at 5.96 µM. AID 493087. 0.073% of 340,000 active. P14735. FAbeta-B cleavage, fluorescence polarization; 0% vehicle, 100% cell-free pure enzyme wells;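 active = activation above the mean of all tested compounds plus 3 SD, set per screening campaign, cut at about 17% in these data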
GalR3 antag: blocks the human galanin receptor 3; O60755; HEK293 GalR3-CNG cAMP membrane potential fluorescence; galR3 body fused to GalR1 C-terminus; inhibition, % at 3 µM; 0.44% of 360,000 active; AID 651719;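 active = inhibition above the screen-wide average plus 3 SD, cut at about 13% in these data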;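 also: forskolin and galanin both at EC90 stimulate the cells; cAMP rise reported by CNG channel membrane potential dye signal; 0% = forskolin plus galanin with DMSO and 100% = forskolin alone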
Target sequence (O60755 1-299 limits assumed): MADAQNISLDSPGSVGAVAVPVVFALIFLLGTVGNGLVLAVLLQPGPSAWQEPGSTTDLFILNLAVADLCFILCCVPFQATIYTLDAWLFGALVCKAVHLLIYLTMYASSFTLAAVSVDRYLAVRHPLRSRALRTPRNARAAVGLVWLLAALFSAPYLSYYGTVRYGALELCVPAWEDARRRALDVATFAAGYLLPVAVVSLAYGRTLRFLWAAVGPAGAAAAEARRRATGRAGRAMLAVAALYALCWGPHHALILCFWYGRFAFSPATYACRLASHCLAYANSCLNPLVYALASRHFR
UBC9 SUMO inh: SUMOylation inhibition | HTRF SUMOylation assay, SAE1/SAE2 + UBC9, in vitro | inhibition, % at 35 µM | 0.36% of 290,000 active | AID 2006; in the data active = inhibition above about 50%, passing the limit was not always enough; also: strong numbers were not always called active
Target sequence (P63279 whole entry, looked up): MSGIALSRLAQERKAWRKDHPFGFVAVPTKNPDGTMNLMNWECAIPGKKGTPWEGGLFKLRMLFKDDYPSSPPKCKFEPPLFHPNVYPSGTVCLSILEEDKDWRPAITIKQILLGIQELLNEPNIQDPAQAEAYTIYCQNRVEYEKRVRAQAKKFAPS
VIM-2 inh: blocks Pseudomonas aeruginosa VIM-2 metallo-beta-lactamase; 0.89% of 290,000 active; inhibition, % at 5.6 µM; purified VIM-2, nitrocefin hydrolysis, epi-absorbance fluorescence;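 active = inhibition above the mean of all tested compounds plus 3 SD, cutoff set per screening run, cut at about 7.5% in these data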;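 also: red hydrolysis product quenches plate fluorescence so inhibitors raise well fluorescence; 0% = enzyme with DMSO and 100% = DMSO without enzyme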
The depositor's hits bear a star; · = no result given; & = joins results of further samples.

SMILES	NS3 helicase inh	p-CIP stab down	CRFR2-BP antag	IDE cell inh	IMP-1 inhibitor	IDE cell activ	GalR3 antag	UBC9 SUMO inh	VIM-2 inh
O=C(NCc1cccs1)[C@@H]1CSC2c3ccccc3C(=O)N21 (some centres undefined)	0	2	1	0	-2.7	0	4	14	-2.2
Cc1ccc(O)c(CO)n1	0	10	-6	-2	-2.6	5	1	-1	-4.3
CN(C)c1ccc(/C=N\NC(=O)c2csnn2)cc1	0	-3	-3	-6	-0.5	5	6	6	-0.9
O=C(Cc1ccc(Cl)cc1)Oc1cccc2cccnc12	1	-14	-3	6	-1.6	6	·	8	-2.5
C[C@@H]1C=C(C(=O)NCc2nc3ccccc3[nH]2)O[C@H](OCc2ccc(CO)cc2)C1	·	3	4	3	·	0	-3	-17	·
CSc1nc(=O)n(-c2ccccc2)c(C)c1C(C)=O	7	-23	3	-7	-2.9	1	-4	5	-2.4
Cc1ccc(NC(=O)Nc2ncccc2C)cc1	2	-3	11	5	-1.9	2	-5	0	-1.4
CCN1CCN(Cc2c(C)[nH]c3ccc(C(=O)OC)cc3c2=O)CC1	-4	-1	13	11	-7.9	-2	-4	15	-2.1
Cc1ccc(F)cc1NC(=O)N1CCCN(C(=O)OC(C)(C)C)CC1	6	-13	-11	9	-1.4	-4	0	25	-1.4
COc1ccc(C2/C(=C(/O)c3ccc(OC(C)C)cc3)C(=O)C(=O)N2CCCN2CCOCC2)cc1 (centres undefined)	6	3	3	4	0.4	1	1	14	-0.3
COc1ccc(Cl)cc1NC(=O)C1CCCN(S(=O)(=O)c2cccc3nonc23)C1 (centres undefined)	-1	1	3	·	-0.6	3	3	-6	-0.1
O=C(CNC(=O)c1ccc(Cl)cc1)Nc1ccc(S(=O)(=O)Nc2ncccn2)cc1	-2	-9	13	1	-3.0	-1	-4	3	-3.4
CCN(CC)C(=O)Cn1ncc2c1-c1ccccc1OC2	2	4	-11	3	-2.3	7	·	7	-3.4
CCc1ccccc1NC(=O)c1onc(C)c1Cl	-3	-22	2	0	-1.1	3	-3	11	-1.4
CN(C)S(=O)(=O)Oc1ccc(Cl)cc1C(=O)Nc1ccc(F)cc1F	-1	4	4	6	-2.7	1	-4	9	-1.8
CCOCCCNC(=O)C(c1ccccc1)N(Cc1ccc2c(c1)OCO2)C(=O)CNC(C)=O (centres undefined)	9	-5	-7	3	-2.6	3	-5	-3	-0.9
Cn1nc(C(C)(C)C)c(NC(=O)c2sccc2Cl)c1C(C)(C)C	-8	9	0	-5	-0.8	8	0	6	-3.1
COc1cc(C(=O)Nc2ccccc2N2CCOCC2)ccc1OCc1c(C)noc1C	3	-2	-11	2	-1.0	0	2	5	-2.0
Cn1c(NCCc2ccccc2)cc(=O)n(C)c1=O	1	-2	3	2	2.3	-1	4	5	0.2
CC(=O)Nc1c2c(nn1-c1cccc(Cl)c1)CS(=O)(=O)C2	3	-11	-1	3	-3.3	2	2	9	-1.3
O=C(CSc1ncccn1)NCCc1ccccc1	3	-1	-2	1	-3.2	5	-5	-6	-2.3
COC(=O)CCC(=O)OC1(C)C(=O)C=C2C=C(C3CC3)N(CCN3CCOCC3)C=C2C1=O (centres undefined)	·	-2	-3	3	·	3	-1	19	·
CCC(C)NC(=O)CCC(=O)Nc1ccc2nc(N3CCOCC3)cc(C)c2c1 (centres undefined)	-3	-8	6	5	-2.2	-6	3	15	-2.7
O=C(CCCOc1ccc(Cl)cc1Cl)NCCCn1ccnc1	-23	2	7	2	0.4	-1	-4	16	0.6
CC1CCCN(S(=O)(=O)c2ccc(NC(=O)C3CCN(C(=O)C(C)(C)C)CC3)cc2)C1 (centres undefined)	·	·	-2	6	·	4	-5	·	·
CCNC(=S)Nc1cc2oc3ccccc3c2cc1OC	-12	-1	4	-1	-4.4	4	-1	5	0.5
O=c1cc(CN2CCN(S(=O)(=O)c3ccccc3)CC2)nc2ccc(Cl)cn12	·	·	0	5	·	-8	3	·	·
Cc1cc(C)nc(SCC(=O)OCC(=O)N(C)c2c(N)n(Cc3ccccc3)c(=O)[nH]c2=O)n1	0	6	-12	7	1.1	-1	3	4	-0.3
CC1c2[nH]c3ccccc3c2C[C@H]2C(=O)N(CCCO)CC(=O)N12 (some centres undefined)	-12	4	13	-1	-1.0	0	-6	9	-2.6
Cc1cc(C)c2nc(SCC(=O)Nc3cc(C)on3)c(C)cc2c1	3	-11	-8	0	-0.5	5	-3	-5	0.7
Cc1ccc([N+](=O)[O-])cc1NC(=O)C(C)N1CCCCC1 (centres undefined)	5	5	-9	3	-2.2	3	-2	12	-2.0
Cc1sc2nc(CSc3ccccc3)nc(N3CCOCC3)c2c1C	-13	-12	-1	1	-3.1	3	-3	-4	-0.5
COC(=O)c1cc2c(cc1[N+](=O)[O-])OCO2	2	-10	3	1	1.1	3	1	20	0.1
Cc1onc(C(=O)NC(C)c2ccccc2)c1[N+](=O)[O-] (centres undefined)	-6	4	5	2	0.1	0	-5	6	1.1
CC1CCC(NC(=O)CCNC(=O)c2ccccc2)CC1 (centres undefined)	-7	-4	-1	6	-0.6	1	-4	3	2.2
COc1ccc(C(=O)NNC(=O)c2ccc3ccccc3n2)cc1	·	·	-7	0	·	3	-8	·	·
O=C(Nc1ccc(C(=O)N2CCCC2)cc1)c1ccc2c(c1)OCO2	1	-2	4	-3	0.2	-3	-3	12	-3.6
COc1cccc(-c2nnn(CC(=O)O)n2)c1	5	-3	34	1	-6.0	-3	-4	2	-1.3
Cc1cc(=O)n(-c2ccc3ccccc3n2)[nH]1	-2	-6	4	-1	-4.2	4	-5	-88	-5.4
CCCc1cc(N2CCCC(C(=O)Nc3ccc(OC)cc3OC)C2)n2ncnc2n1 (centres undefined)	-6	-2	6	-1	-1.9	1	-7	28	-2.1
Cc1cc(C(=O)NCCc2ccc(Cl)cc2)n(-c2ccccc2)n1	-7	1	-4	-2	-5.0	2	-8	-2	-0.7
NNC(=O)CNC(c1ccccc1)c1cc(Br)ccc1NC(=O)CCN1CCOCC1 (centres undefined)	-70	-20	3	4	-0.5	-4	-2	18	-0.9
CC(=O)c1ccc(-n2c(SCC(=O)c3c[nH]c4ccccc34)nc3ccccc3c2=O)cc1	3	-16	-9	4	-4.1	-2	-6	-15	-1.7
O=C(O)c1ccc(S(=O)(=O)Cc2ccccc2)cc1	0	6	16	3	-5.6	3	-4	1	-5.1
COc1cccc(/C=N/Nc2snc(SC)c2C#N)c1O	2	-8	40	1	-3.0	3	-3	8	-1.8
CCCOc1ccc(-c2nc(-c3ccc([N+](=O)[O-])cc3)cs2)cc1	3	-8	-16	-1	-0.5	3	-6	20	-1.0
Cc1nc(NCCO)c2nnn(Cc3ccccc3F)c2n1	0	1	13	-1	-3.0	-3	-4	8	-0.3
O=C(/C=C/c1cccs1)c1cc(Cl)ccc1OC(=O)N1CCOCC1	1	-1	14	1	-2.5	5	-2	2	-3.9
COc1ccc(OC)c(-c2nnc(SCC(=O)NC3CCCCC3)o2)c1	-2	-7	-4	2	-2.3	-4	1	-4	1.3
CCCCOc1ccccc1C(=O)NCC(=O)O	-13	-11	2	7	0.4	1	2	22	-1.1

Ordered by count of non-hydrogen atoms (low to high): part of the list above.
SMILES	NS3 helicase inh	p-CIP stab down	CRFR2-BP antag	IDE cell inh	IMP-1 inhibitor	IDE cell activ	GalR3 antag	UBC9 SUMO inh	VIM-2 inh
Cc1cc(=O)n(-c2ccc3ccccc3n2)[nH]1	-2	-6	4	-1	-4.2	4	-5	-88	-5.4
CCCCOc1ccccc1C(=O)NCC(=O)O	-13	-11	2	7	0.4	1	2	22	-1.1
O=C(O)c1ccc(S(=O)(=O)Cc2ccccc2)cc1	0	6	16	3	-5.6	3	-4	1	-5.1
COc1cccc(/C=N/Nc2snc(SC)c2C#N)c1O	2	-8	40	1	-3.0	3	-3	8	-1.8
Cc1nc(NCCO)c2nnn(Cc3ccccc3F)c2n1	0	1	13	-1	-3.0	-3	-4	8	-0.3
CCCOc1ccc(-c2nc(-c3ccc([N+](=O)[O-])cc3)cs2)cc1	3	-8	-16	-1	-0.5	3	-6	20	-1.0
O=C(/C=C/c1cccs1)c1cc(Cl)ccc1OC(=O)N1CCOCC1	1	-1	14	1	-2.5	5	-2	2	-3.9
COc1ccc(OC)c(-c2nnc(SCC(=O)NC3CCCCC3)o2)c1	-2	-7	-4	2	-2.3	-4	1	-4	1.3
CCCc1cc(N2CCCC(C(=O)Nc3ccc(OC)cc3OC)C2)n2ncnc2n1 (centres undefined)	-6	-2	6	-1	-1.9	1	-7	28	-2.1
CC(=O)c1ccc(-n2c(SCC(=O)c3c[nH]c4ccccc34)nc3ccccc3c2=O)cc1	3	-16	-9	4	-4.1	-2	-6	-15	-1.7

The list continues:
SMILES	NS3 helicase inh	p-CIP stab down	CRFR2-BP antag	IDE cell inh	IMP-1 inhibitor	IDE cell activ	GalR3 antag	UBC9 SUMO inh	VIM-2 inh
CCOc1ccc(CNCCNC(=O)c2nonc2N)cc1	-1	-32	2	-2	-2.5	0	-9	12	-3.8
Cc1ccccc1NC(=O)C(C)Sc1nnc(-c2ccncc2)n1CC1CCCO1 (centres undefined)	-1	-8	-3	3	-2.5	-1	-6	2	-2.9
Cc1ccc(NC(=O)CN(C)C(=O)C(C)OC(=O)c2ccccc2NCCO)cc1 (centres undefined)	·	·	6	1	·	3	-2	·	·
CCCCCCSc1cc(-c2nc3cc(C)ccn3c2NCCCC)ccc1OC	·	·	1	6	·	7	-7&-6	·	·
COC(=O)c1sccc1NC(=O)c1ccc(Cl)cc1	-3	2	-10	3	-1.0	1	-10	-32	-0.8
CC1(C)CCC(=O)N2CC[C@H]3C[C@H](OC(=O)Nc4ccc5c(c4)OCO5)C[C@@H]1[C@H]32	-3	-14	2	-5	-0.4	6	-1	2	1.2
CCOc1ccc(Br)cc1CNCCN1CCOCC1	-6	-3	15	2	-2.6	4	-5	14	-1.5
N#Cc1nc(-c2ccc(F)cc2)oc1NCCN1CCOCC1	3	-6	16	-2	-2.9	-2	2	5	-4.2
CC1(C)OC(c2ccccc2)=C/C(=C/C=N/NC(=O)c2ccncc2)O1	0	2	-4	-1	-3.0	3	-11	-5	-4.0
COC(=O)c1nnn(-c2ccsc2C(=O)OC)c1C(=O)OC	-18	3	8	7	-3.9	2	0	-1	-1.9
